# High-throughput results (PubChem)
# NPSR antagonist = neuropeptide S receptor (human) antagonism, cAMP; Q6W5P4; CHO-NPSR cells, cAMP TR-FRET, antagonist mode; Potency, µM (highest dose often 38.3 µM), for inactives: at the highest dose activity change, negative = inhibition, hits mostly inhibitors; 1% of 220,000 active; AID 1461; also: potency is read from the fitted curve at half-maximal effect; % is scaled to controls: 0 for no effect and ±100 for the full control effect; nearly all actives have a fitted effect of over 50% in size; many of its hits are not listed in these tables
# Target sequence (Q6W5P4 whole entry, looked up): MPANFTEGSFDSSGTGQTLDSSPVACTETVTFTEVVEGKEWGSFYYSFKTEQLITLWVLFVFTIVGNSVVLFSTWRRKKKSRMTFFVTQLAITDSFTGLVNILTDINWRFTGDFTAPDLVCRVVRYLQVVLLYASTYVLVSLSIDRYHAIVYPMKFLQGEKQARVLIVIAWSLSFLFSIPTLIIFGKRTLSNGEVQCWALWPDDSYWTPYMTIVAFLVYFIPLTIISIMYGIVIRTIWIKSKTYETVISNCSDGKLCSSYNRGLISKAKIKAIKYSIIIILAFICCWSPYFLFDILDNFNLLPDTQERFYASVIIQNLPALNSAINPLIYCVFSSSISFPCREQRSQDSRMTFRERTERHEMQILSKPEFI
# TRb SRC2 PPI = inhibitors of human thyroid hormone receptor beta-SRC2 interaction | P10828 | TRbeta-SRC2 peptide binding, fluorescence polarization; receptor liganded with 1 µM T3 | Potency, µM (top dose mostly 106 µM), for inactives: at the top dose activity change, negative = inhibition, usual class: inhibitors | 0.065% of 280,000 active | AID 1469;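 also: potency is read from the fitted curve at half-maximal effect; plate controls were bound peptide for no effect and peptide without receptor for full effect; nearly all actives have a fitted effect of over 50% in size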
# Target sequence (P10828 whole entry, looked up): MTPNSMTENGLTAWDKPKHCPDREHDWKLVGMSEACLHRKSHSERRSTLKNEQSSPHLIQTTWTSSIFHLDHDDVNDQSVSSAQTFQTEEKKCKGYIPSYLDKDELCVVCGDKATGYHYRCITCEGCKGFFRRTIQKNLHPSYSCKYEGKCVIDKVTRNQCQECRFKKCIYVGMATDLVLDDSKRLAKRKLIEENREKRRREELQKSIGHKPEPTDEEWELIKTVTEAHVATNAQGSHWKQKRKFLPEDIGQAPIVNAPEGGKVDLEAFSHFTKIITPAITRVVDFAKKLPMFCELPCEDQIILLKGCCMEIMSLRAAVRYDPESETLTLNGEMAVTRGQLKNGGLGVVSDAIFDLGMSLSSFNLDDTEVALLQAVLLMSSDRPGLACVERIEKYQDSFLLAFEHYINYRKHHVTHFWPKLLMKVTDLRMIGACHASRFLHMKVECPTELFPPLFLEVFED
#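 Compounds were added to 0.6 uM TRb ligand-binding domain and 20 nM Texas Red-labeled SRC2 peptide in Tris buffer containing 1 uM T3, incubated 5 hr at ambient temperature, then read by fluorescence polarization.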
# TR SRC2 fluor cs = counter-screen for TRb-SRC2 inhibitors: fluorescence interference. TRb/SRC2 Texas Red total fluorescence interference. Potency, µM (titrated, usually from 106 µM), without a hit: at the top dose fluorescence change, negative = quenching. 0.29% of 280,000 active. AID 1479; active = well fitted curve in either direction with a large enough effect; inconclusive = small, poorly fitted or top-dose-only effect; also: potency is read from the fitted curve at half-maximal effect; % is scaled to controls: 0 for no effect and ±100 for the full control effect
#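 Human TRb ligand-binding domain at 0.6 uM with 20 nM Texas Red SRC2 peptide in Tris buffer containing 1 uM T3 and 5% DMSO, incubated with compound 5 h at ambient temperature. Total fluorescence (555/632 nm) calculated as parallel + 2 × perpendicular.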
# Epigenetic derep = regulators of epigenetic silencing causing reporter derepression in mouse cells; murine LDR cells, GFP reporter derepression, 30 h; 0.2% of 280,000 active; Potency, µM (doses to about 53.9 µM), inactives show at the top dose GFP activation, usual class: activators; also: potency is read from the fitted curve at half-maximal effect; % of control where 0% means no effect; nearly all actives have a fitted effect of over 60% in size
#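 In this reporter-derepression format, murine cells bearing a silenced integrated CMV-GFP locus incubate with test compound (30 h, 37 C), then are washed and imaged; fluorescent objects of 20–120 um count as induced cells.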
# GLA spleen mod = inhibits or activates alpha-galactosidase in human spleen homogenate; AID 2107; Potency, µM (titrated, usually from 80 µM), inactives show top-dose activity change, negative = inhibition, actives largely listed as inhibitors; human spleen homogenate, 4MU-alpha-Gal fluorescence, 40 min; P06280; 0.008% of 240,000 active;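 also: potency is read from the fitted curve at half-maximal effect; 0% = enzyme with vehicle and -100% = no enzyme basal signal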
#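 Human spleen homogenate (1 ug) was the enzyme source, with 4-methylumbelliferyl-alpha-D-galactopyranoside (1 mM final) in pH 5.0 citrate buffer with 0.01% Tween-20. Compounds were titrated; after 40 min at 37C, NaOH/glycine stop, 4-MU fluorescence read; AC50 from Hill fits.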
# CBFb RUNX1 block = blocks binding between human CBF-beta and RUNX1; Q01196+Q13951; AlphaScreen CBFb-His/RUNX1-biotin binding, biochemical; Potency, µM (titrated, usually from 59.8 µM), for inactives: top-dose activity, negative = inhibition, most hits filed as inhibitors; 230,000 tested, under 10 active; AID 1477; also: % of control where 0% means no effect
#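 His-tagged CBF-beta and biotinylated RUNX1 (30 nM each) were premixed 20 min at room temperature, exposed to compound for 15 min, then given nickel-chelate and streptavidin AlphaScreen beads (50 ng each). After 90 min, AlphaScreen signal was read.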
# Tau fluor cs = counter-screen for tau fibril formation inhibitors. tau K18 P301L Alexa594 fluorescence, heparin fibrillization. Potency, µM (doses to about 57.7 µM), for the others: at the highest dose activity change, negative = decrease. 0.93% of 280,000 active; also: potency is read from the fitted curve at half-maximal effect; % is scaled to controls: 0 for no effect and ±100 for the full control effect; nearly all actives have a fitted effect of over 55% in size
#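 Human tau K18 P301L (15 uM unlabeled, 0.24 uM Alexa 594-labeled) in 100 mM sodium acetate pH 7 with 20 uM heparin, 6 hr at 37 C. ThT 30 uM added, 1 hr ambient; Alexa 594 FP and total fluorescence read at 555/632 nm.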
# Tau fibril FP = tau fibrillization inhibition (FP); 0.39% of 280,000 active; Potency, µM (doses to about 57.7 µM), without a hit: at the highest dose activity, negative = inhibition, actives largely listed as inhibitors; P10636; AID 1468; K18 P301L tau heparin fibrillization, Alexa594 FP, 6 h; also: potency is read from the fitted curve at half-maximal effect; % is scaled to controls: 0 for no effect and ±100 for the full control effect; nearly all actives have a fitted effect of over 55% in size
# Target sequence (P10636 561-689 P618L limits assumed): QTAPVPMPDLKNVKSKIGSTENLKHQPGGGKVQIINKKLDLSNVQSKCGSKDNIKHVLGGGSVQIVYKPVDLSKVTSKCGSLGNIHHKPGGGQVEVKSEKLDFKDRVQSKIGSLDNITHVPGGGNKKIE
#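 Quantitative HTS format: compounds meet 15 uM recombinant K18 P301L tau and Alexa 594-tau tracer in 100 mM sodium acetate pH 7; 20 uM heparin triggers fibrillization at 37 C over 6 hr; FP gives the signal.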
# Starred values were filed as active, the others as inactive; ? = inconclusive; . = no result given; & = joins results of further samples; [ ] = dose if it differs, or a comment. Unless noted, calls follow the shape of the dose curve; as a rule, active = well fitted curve in the direction sought with a large enough effect; inconclusive = small, poorly fitted or top-dose-only effect, or another doubt; inactive = no such curve, though single readings can be large; an effect the other way counts as inactive or inconclusive.
# Second line of a record: NPSR antagonist	TRb SRC2 PPI	TR SRC2 fluor cs	Epigenetic derep	GLA spleen mod	CBFb RUNX1 block	Tau fluor cs	Tau fibril FP
1: CCOc1ccc(CN2CCN(Cc3nc4c(s3)CCCC4)CC2CCO)cc1 (stereo unspecified)
 : -2%	2%	-2%	1.1%	-4%	-4%	-16%	-3%
2: CCS(=O)(=O)N1CCCC(C(=O)NCc2ccccc2Cl)C1 (stereo unspecified)
 : 1%[46.1 µM]	12%	1%	-0.9%	0%	10%	1%	-2%
3: Cc1nn(Cc2ccc(Cl)c(Cl)c2)c(C)c1NC(=O)c1cc(-c2ccc3c(c2)OCO3)on1
 : -32%[46.1 µM]	8%	1%	12%	1%	9%	-11%	1%
4: COc1cccc(NC(=O)CS(=O)(=O)c2cn(CC(=O)N3CCOCC3)c3ccccc23)c1
 : 7%	10%	-1%	-2.4%	-3%	4%	-1%	-4%
5: Nc1ncnc(Nc2ccccn2)c1[N+](=O)[O-]
 : 16%	6%	-7%	1.1%	7%	5%	6%	3%
6: O=C(NCc1ccc2c(c1)OCO2)c1ccc(NS(=O)(=O)c2ccc3c(c2)OCCO3)cc1
 : 1%[46.1 µM]	-1%	-2%	0.0%	10%	-9%	?	-14%
7: COc1ccc(C2=NOC(C(=O)Nc3cc(C)on3)C2)cc1 (stereo unspecified)
 : -14%[46.1 µM]	-10%	-1%	-1.4%	0%	-2%	-5%	-3%
8: CCOc1ccc(NC2CCN(C(C)=O)CC2)cc1
 : -6%[46.1 µM]	0%	-1%	2.9%	-4%	-6%	-11%	8%
9: CCCCOC(=O)c1ccc(Nc2nc3ccccc3c3nnc(C)n23)cc1
 : .	2%	-1%	-1.5%	.	.	-17%	9%
10: COc1cc(C2c3c(oc4ccccc4c3=O)C(=O)N2c2ccc(C)cn2)ccc1O (stereo unspecified)
 : -13%	3%	-2%	0.0%	-2%	1%	-1%	11%
11: CNC(=O)C(=O)NCC1OCCN1S(=O)(=O)c1ccc2c(c1)OCCO2 (stereo unspecified)
 : 12%	1%	-1%	2.6%	9%	2%	-9%	-10%
12: Cc1cccc(C)c1NC(=S)N(Cc1ccccc1)Cc1cccnc1
 : -27%	5%	-1%	-0.9%	5%	-1%	-16%	-6%
13: COC(=O)C(C)N1CCC(=O)c2ccccc2S1(=O)=O (stereo unspecified)
 : 12%	-3%&5%	-3%&-2%	1.1%	-8%&1%	-16%&10%	1%	4%
14: CCN(CC)C(=S)SC1CCCCN(C(=O)c2ccc(F)cc2)C1=O (stereo unspecified)
 : -31%	-2%	2%	0.0%	5%	19%	-15%	-1%
15: COCCSc1ccccc1C(=O)N1CCCC(C)C1 (stereo unspecified)
 : 4%	3%	1%	-4.2%	7%	4%	-5%	2%
16: C=CCN(Cc1cn(C)nc1-c1cccc(Cl)c1)C1CCS(=O)(=O)C1 (stereo unspecified)
 : 12%	5%	0%	-0.6%	0%	1%	-13%	3%
17: COc1ccc2c(c1)c1c(c(=O)n(Cc3ccccc3)c(=O)n1Cc1ccc(C)cc1)n2C
 : .	3%	-1%	10.0%	.	.	-11%	4%
18: Cc1ccc(Cl)cc1N1CCN(C(=O)C2CCN(c3nnc(-n4cccc4)s3)CC2)CC1
 : -23%[46.1 µM]	0%	-1%	0.6%	2%	7%	1%	6%
19: COC(=O)c1ccc(NC(=O)CN2C(=O)CNC2=O)cc1
 : -10%[46.1 µM]	-7%	1%	-1.4%	0%	2%	-2%	9%
20: COc1ccc(Oc2cccc(Cl)c2CNC(=O)c2ccccc2C(=O)O)cc1
 : 19%	8%	-2%	-3.2%	8%	10%	-9%	?
21: O=C1CCCC2=C1C(c1ccccc1)CC(=O)N2c1ccc(F)cc1F (stereo unspecified)
 : 0%	3%	-5%	-1.0%	-19%	?	-7%	?
22: COc1cc(C(=O)Nc2ccc(NC(C)=O)cc2)ccc1OCc1ccccc1
 : 3%	7%	-4%	0.2%	7%	7%	-1%	-2%
23: Cn1cnnc1SCC(=O)Nc1nc(-c2ccccc2)cs1
 : 7%	7%	-4%	-1.1%	0%	14%	-16%	3%
24: COc1cccc(CN(C(=O)COc2ccc(Cl)c(C)c2)C2CCS(=O)(=O)C2)c1 (stereo unspecified)
 : .	-8%	4%	0.0%	.	.	-24%	-5%
25: Fc1ccc(N/N=C/c2ccncc2)c(F)c1
 : 5%	9%	-21%	0.0%	1%	-10%	-22%	-5%
26: CCOc1cc(C2C3=C(CCCC3=O)N(C)C3=C2C(=O)CCC3)cc(Cl)c1O
 : 1%[46.1 µM]	4%	-2%	-0.8%	-1%	-4%	-9%	-2%
27: Cc1cc(C(=O)NNC(=O)Nc2ccc(Cl)cc2)no1
 : 6%	3%	-2%	0.0%	-1%	2%	8%	4%
28: COc1ccccc1NC(=O)Cc1nnc(SCC(=O)Nc2ccccc2F)n1C
 : 2%	-2%	4%	0.1%	2%	-5%	-10%	-19%
29: CC(=O)NCCn1c(SCc2cc(=O)n3cc(Cl)ccc3n2)nc2ccccc2c1=O
 : -2%[46.1 µM]	7%	-9%	-1.0%	-4%	5%	-3%	6%
30: CC1Cc2ccccc2N1C(=O)CN1C(=O)CN(C)C(=O)c2ccccc21 (stereo unspecified)
 : ?	-16%	3%	0.0%	5%	0%	-4%	5%
31: COC(=O)[C@@H]1C[C@@]2(O)[C@H](O)[C@H](O)[C@H](O)C[C@H]2N1Cc1cccc2ccccc12
 : 14%	10%&8%	1%&-1%	2.5%&1.6%	6%&-2%	2%&17%	-1%&1%	5%&3%
32: Cc1cc(C)n(-c2nc3ccccc3nc2Nc2cccc(C(=O)NCCc3ccccc3)c2)n1
 : .	-10%	0%	3.0%	.	.	-25%	-20%
33: COCCOC(=O)C1=C(C)Nc2ncnn2C1c1ccccc1 (stereo unspecified)
 : -10%[46.1 µM]	-2%	-2%	-2.3%	-10%	13%	-12%	7%
34: OCCCN1CCN(CCOc2ccccc2-c2ccccc2)CC1
 : 8%	-4%	-2%	-0.9%	5%	3%	7%	8%
35: COc1cc(/C=N/N=C(\N)c2nonc2N)ccc1O
 : 8%	3%	-3%	-2.9%	14%	0%	-13%	10%
36: CCCCCCc1cc2cc(-c3nnc(-c4cccc(Cl)c4)o3)c(=O)oc2cc1O
 : .	-2%	-11%	?	.	.	-11%	-1%
37: CCc1nn2cc(C(=O)c3cc(Cl)ccc3O)cnc2c1-c1ccc(F)cc1
 : -1%	5%	-7%	-1.1%	1%	-20%	-29%	?
38: O=C(CN1CCCc2ccccc21)N/N=C/c1ccc(O)cc1O
 : -1%	0%	0%	-1.0%	-6%	-18%	?	10%
39: Nc1nonc1C(=O)NCCNc1ccc([N+](=O)[O-])cc1
 : 0%	4%	-1%	-0.3%	-8%	-2%	-8%	9%
40: Cc1cccc(N2CCN(C(=O)CCCn3c(=S)[nH]c4cc5c(cc4c3=O)OCO5)CC2)c1C
 : ?	-23%	-3%	-0.9%	-8%	4%	?	-1%
41: CCc1ccc(-n2c(=O)c3c4c(sc3n(CC(=O)NCCCOC)c2=O)CCC4)cc1
 : .	1%	4%	0.0%	.	.	3%	-2%
42: O=Cc1c(NCc2ccco2)nc2ccccn2c1=O
 : 8%	1%	-3%	-0.5%	0%	6%	-6%	-4%
43: Cc1cc(C)[n+]2[nH]c(N)c(N=Nc3ccccc3)c2n1
 : 38%	3%	-2%	0.1%	-10%	-10%	-21%	4%
44: NC1=C([N+](=O)[O-])C(c2ccc(F)cc2)C2=C(CCCC2=O)O1 (stereo unspecified)
 : 9%	-2%	1%	0.0%	6%	10%	-5%	-12%
45: Cc1ccc(S(=O)(=O)NCCCCCC(=O)Nc2cccc(C)c2)cc1
 : -11%	-1%	1%	-0.9%	-4%	0%	-8%	4%
46: CCOC(=O)C1CCCN(C(=O)c2cc(Nc3ccc(OC)c(OC)c3)nc3ccccc23)C1 (stereo unspecified)
 : -10%[46.1 µM]	6%	-5%	-1.1%	6%	-17%	?	?
47: CN1CCN(S(=O)(=O)Cc2ccc(Cl)cc2)CC1
 : -24%	6%	2%	0.0%	3%	2%	-19%	-7%
48: CC1CN(S(=O)(=O)c2cccc(-c3csc(-c4ccccc4)n3)c2)CC(C)O1 (stereo unspecified)
 : -21%[46.1 µM]	-3%	-5%	-0.7%	0%	6%	?	-15%

# In the list so far, 6 have fluorine:
# Second line of a record: NPSR antagonist	TRb SRC2 PPI	TR SRC2 fluor cs	Epigenetic derep	GLA spleen mod	CBFb RUNX1 block	Tau fluor cs	Tau fibril FP
14: CCN(CC)C(=S)SC1CCCCN(C(=O)c2ccc(F)cc2)C1=O (stereo unspecified)
 : -31%	-2%	2%	0.0%	5%	19%	-15%	-1%
21: O=C1CCCC2=C1C(c1ccccc1)CC(=O)N2c1ccc(F)cc1F (stereo unspecified)
 : 0%	3%	-5%	-1.0%	-19%	?	-7%	?
25: Fc1ccc(N/N=C/c2ccncc2)c(F)c1
 : 5%	9%	-21%	0.0%	1%	-10%	-22%	-5%
28: COc1ccccc1NC(=O)Cc1nnc(SCC(=O)Nc2ccccc2F)n1C
 : 2%	-2%	4%	0.1%	2%	-5%	-10%	-19%
37: CCc1nn2cc(C(=O)c3cc(Cl)ccc3O)cnc2c1-c1ccc(F)cc1
 : -1%	5%	-7%	-1.1%	1%	-20%	-29%	?
44: NC1=C([N+](=O)[O-])C(c2ccc(F)cc2)C2=C(CCCC2=O)O1 (stereo unspecified)
 : 9%	-2%	1%	0.0%	6%	10%	-5%	-12%

# These rows are one share of the data. The share of hits here may be higher or lower than overall.
